Assay outcomes (PubChem BioAssay)
zfTRPN1 agonist = activates the zebrafish TRPN1 channel; activation, % at 3 µM; 220,000 compounds, 0.18% hits; AID 1424; HEK293 zebrafish TRPN1-YFP, Fluo-8 calcium fluorescence; 100% = response to 87 µM carbachol;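 active = activation above its plate's cutoff, the mean activation of test wells on that plate plus 3 SD, cut at about 19% in these data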;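 also: 0% = DMSO alone and 100% = 87 µM carbachol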
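Control set: carbachol 87 µM as high control, DMSO as low control; system: HEK293 stable line with zebrafish TRPN1-YFP; read-out: % activation versus carbachol response; detection: intracellular calcium fluorescence with Fluo-8; doses: single test compound dose, 3 µM nominal, 0.3% DMSO; schedule: dye 1 h 37 °C plus 30 min RT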
RBBP9 inh = blocks human serine hydrolase RBBP9. O75884. recombinant RBBP9, FP-Rh probe fluorescence polarization. inhibition, % at 7.94 µM. 220,000 compounds, 0.2% hits. AID 1515;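 active = inhibition above the campaign mean of all tested compounds plus 3 SD, cut at about 14% in these data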;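 also: plate controls were DMSO wells with RBBP9 for no effect and wells lacking RBBP9 protein for full effect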
Target sequence (O75884 whole entry, looked up): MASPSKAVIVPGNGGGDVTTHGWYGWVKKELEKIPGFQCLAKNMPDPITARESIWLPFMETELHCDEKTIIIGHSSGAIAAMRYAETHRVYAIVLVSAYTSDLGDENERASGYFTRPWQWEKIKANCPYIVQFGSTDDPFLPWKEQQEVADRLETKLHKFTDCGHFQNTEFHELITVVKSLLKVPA
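Test system – recombinant human RBBP9 · Input – RBBP9 2.5 µM in dispensing solution, pre-mixing · Medium – Tris buffer pH 8.0, NaCl, Pluronic · Schedule – preincubation 30 min plus labeling 45 min at 25 °C · Measured by – fluorescence polarization · Measure – % inhibition · Controls – DMSO and no-protein wells · Replicates – one well per compound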
PPC-1+TRAIL kill = PPC-1 cancer cell killing with TRAIL present; PPC-1 cells + TRAIL, ATPLite viability luminescence; cell killing (% activity), % at 4 µM; 220,000 compounds, 0.41% hits; AID 1443;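 active = cell killing above 50% in the first pass at 4 µM, then a duplicate retest at 5 µM averaging 50% or more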;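 also: plate controls were cells with TRAIL plus DMSO for no effect and medium-only wells lacking cells for full effect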
Wee1 stabilizer = blocks degradation of human Wee1 kinase; P30291; AID 1321; reporter increase, % at 5 µM; HeLa Luc-Wee1K328M stability, luciferase luminescence; 100% = proteasome inhibitor MG132 effect; 220,000 compounds, 1.2% hits;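 active = activation above the mean of all tested compounds plus 3 SD, set per screening run, cut at about 8.8% in these data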;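 also: cells exposed to compound for 20 h before luminescence read; 0% = DMSO alone and 100% = MG132 at 30 µM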
Target sequence (P30291 whole entry K328M): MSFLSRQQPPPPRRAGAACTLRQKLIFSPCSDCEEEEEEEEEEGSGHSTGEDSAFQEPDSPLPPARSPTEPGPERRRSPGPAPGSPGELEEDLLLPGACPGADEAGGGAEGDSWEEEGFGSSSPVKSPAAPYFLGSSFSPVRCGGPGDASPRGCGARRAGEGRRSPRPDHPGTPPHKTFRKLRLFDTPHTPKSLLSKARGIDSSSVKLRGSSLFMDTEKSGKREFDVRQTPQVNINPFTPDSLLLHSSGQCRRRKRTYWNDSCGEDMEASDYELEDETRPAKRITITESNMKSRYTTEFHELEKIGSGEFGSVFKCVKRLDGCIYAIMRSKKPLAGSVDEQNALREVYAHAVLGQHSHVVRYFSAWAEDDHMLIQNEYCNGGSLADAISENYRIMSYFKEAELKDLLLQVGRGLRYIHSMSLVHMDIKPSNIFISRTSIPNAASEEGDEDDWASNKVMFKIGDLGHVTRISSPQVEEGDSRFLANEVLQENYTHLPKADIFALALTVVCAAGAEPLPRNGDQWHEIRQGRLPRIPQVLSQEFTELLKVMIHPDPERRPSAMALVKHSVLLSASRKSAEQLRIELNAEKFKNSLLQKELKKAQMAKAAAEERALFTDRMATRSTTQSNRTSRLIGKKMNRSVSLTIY
BaF3 parental = reduces parental Ba/F3 cell viability, JAK2V617F counter-screen; 220,000 compounds, 1.1% hits; inhibition, % at 5.6 µM; CellTiter-Glo ATP luminescence;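 active = inhibition above a per-campaign cutoff, the mean inhibition of all tested compounds plus 3 SD, cut at about 27% in these data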;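 also: 0% = DMSO wells and 100% = JAK Inhibitor I control wells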
TRPML3 agonist = activates the human TRPML3 channel; 220,000 compounds, 0.29% hits; activation, % at 3 µM; HEK293 TRPML3-YFP, Fluo-8 calcium fluorescence; 100% = the carbachol control signal; Q8TDD5;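 active = activation above its plate's cutoff, the mean activation of the plate's test wells plus 3 SD, cut at about 12% in these data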;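 also: 0% = DMSO only wells and 100% = carbachol wells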
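Test system: TRPML3-YFP stable HEK293 cells. Doses: single point at 3 µM. Incubation: dye loading 1 h 37 °C then 30 min ambient, 125 s read. Signal: Fluo-8 calcium dye fluorescence, ex 470-495, em 515-575 nm. Measure: percent activation from peak-to-basal fluorescence ratio, scaled between DMSO and carbachol.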
TNF death inh = inhibitors of TNF-alpha induced necroptosis in Jurkat FADD-/- cells; Jurkat FADD-/- TNF necroptosis rescue, ATP luminescence, 24 h; 0 = TNF only, 100 = no-TNF cells; activation (protection from cell death), % at 10 µM; 220,000 compounds, 0.068% hits;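 active = activation, meaning protection from cell death, of at least 50% relative to plate controls; inactive = activation below 50%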;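 also: necroptosis triggered by 40 ng/mL TNF-alpha added together with compound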
CHOP inhibitor = inhibitors of CHOP induction in ER stress response | CHO-K1 CHOP-promoter luciferase, tunicamycin-induced, 15-18 h | inhibition, % at 10 µM | 220,000 compounds, 3.8% hits;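 active = compounds that reduced the stress-induced luciferase reporter signal by more than about 70% of percent inhibition, limit read from the data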;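 also: 0% = tunicamycin plus vehicle and 100% = wells without tunicamycin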
Ba/F3 V617F tox = lowers viability of Ba/F3 cells expressing EpoR and JAK2V617F; 220,000 compounds, 1.1% hits; ATP luminescence; inhibition, % at 5.6 µM;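 active = inhibition above the campaign mean plus 3 SD over all tested compounds, cut at about 24% in these data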;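 also: cytokine-independent growth of Ba/F3 cells driven by EpoR plus mutant JAK2; 0% = DMSO-treated cells and 100% = JAK inhibitor I control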
* marks the source's active call; other numbers are inactive results; . = no result given.

molecule	PPC-1+TRAIL kill	TRPML3 agonist	BaF3 parental	zfTRPN1 agonist	RBBP9 inh	CHOP inhibitor	Wee1 stabilizer	TNF death inh	Ba/F3 V617F tox
Cc1csc(SCC(=O)c2ccc(S(=O)(=O)N3CCOCC3)cc2)n1	16	0.4	4	0.6	-7	3	-2	1.3	0
O=C(Nc1ccccc1)Nc1ccccc1C(=O)NCc1ccco1	18	-0.1	2	0.4	-3	22	0	-2.9	-3
COc1cccc(C2N(c3ccc(Cl)cc3)C(=O)C3CCCN32)c1 (centres undefined)	.	-0.3	3	0.9	-8	-21	1	-0.2	2
O=c1[nH]c2ccccc2c(O)c1-c1cc2ccccc2oc1=O	-9	0.6	5	-0.9	-5	26	-2	-0.8	-1
CC(=O)N(C)c1ccc(OCC(O)COc2ccc(N(C)C(C)=O)cc2)cc1	11	1.4	0	3.2	-5	17	0	0.3	2
COc1ccc(CCNC(=O)CS(=O)Cc2nc(-c3cccs3)oc2C)cc1OC (centres undefined)	11	-0.1	3	-0.9	-9	-3	4	-0.4	0
CC(C)CC(NC(=O)c1ccc(Cl)cc1)C(=O)OCc1cc([N+](=O)[O-])cc2c1OCOC2 (centres undefined)	6	-0.5	2	-0.1	-10	31	3	2.6	0
Cc1noc(NS(=O)(=O)c2ccc(NC(=O)CSc3nc4ccccc4[nH]3)cc2)c1C	24	0.4	4	0.7	-8	-6	0	-0.7	2
CC(CO)Nc1nc(SCc2ccccc2)nc2sc3c(c12)CCC3 (centres undefined)	3	0.1	5	0.0	-1	42	0	0.2	6
C#CCNC(=O)C1=C[C@@H](c2ccc(C(F)(F)F)cc2)[C@H](CCCO)[C@@H](OCC)O1	-4	-0.2	-4	0.0	5	-3	2	-1.4	4
COc1cc([C@H](Cc2ccccc2)NC(C)=O)oc(=O)c1	2	1.1	-9	1.4	2	16	3	-0.5	-5
CCOC(=O)c1cnc2c(OC)cccc2c1Nc1ccc2c(c1)OCCO2	15	0.7	6	0.0	-7	23	0	-3.3	2
O=C(Nc1cccnc1)c1cc([N+](=O)[O-])ccc1Cl	10	-0.2	-2	1.1	-9	-9	-2	3.4	-5
Cc1ccc(-c2nc(SCC(=O)c3c(N)n(C)c(=O)n(C)c3=O)n[nH]2)cc1	28	0.5	2	1.8	1	-18	-1	2.0	-5
COc1ccccc1NC(=S)NCc1cccs1	13	0.3	5	-0.1	-4	10	-1	-5.7	-3
CCCCOc1ccc(Cc2cnc(N)nc2N)cc1	3	0.1	-6	1.6	-9	-7	5	4.1	1
Cc1ccc2cc(CCNC(=O)C3CCCC3)c(=O)[nH]c2c1	11	0.5	6	0.0	-10	36	-2	-0.2	3
Cc1cc(=O)[nH]c(SC/C=C/c2ccccc2)n1	-10	0.0	7	1.4	5	11	0	-2.1	3
Cc1cc(C)c2[nH]c(=O)c(CN(CC3CCCO3)S(=O)(=O)c3ccc4c(c3)OCCO4)cc2c1 (centres undefined)	5	0.4	2	0.7	-6	39	-2	-5.1	2
CN1CCN(Cc2nc3c(c(=O)n(C)c(=O)n3C)n2CCCc2ccccc2)CC1	22	-0.6	0	-1.1	-9	5	0	-2.4	-3
CCN(C(=O)COc1ncnc2scc(-c3ccc(F)cc3)c12)C1CCS(=O)(=O)C1 (centres undefined)	11	-1.0	6	0.5	-5	38	-1	-0.7	2
Cc1ccc(C(=O)NCC(=O)Nc2ccc(C)c(S(=O)(=O)Nc3ccc(Cl)cc3)c2)s1	20	0.1	-1	-0.8	-11	12	-1	-2.5	-3
COc1ccc(C(=O)Nc2nc(C)cs2)cc1S(=O)(=O)N1CCCC1	-4	1.0	15	0.1	7	-17	-2	0.6	2
CC(C)CN1C(=O)C(=O)N(CC(=O)NCc2ccc3c(c2)OCO3)C1=O	-14	0.3	2	-1.3	1	37	3	-0.1	-6
Cc1ccccc1N1CCN(Cc2nc(Cc3ccccc3F)no2)CC1	-7	0.7	-2	-1.3	1	-8	-2	-1.1	-2
COc1ccc2oc(=O)c(C(=O)Nc3cccc(C)c3)cc2c1	7	1.2	-2	0.7	3	82*	-2	0.4	-3
Cc1ccc(S(=O)(=O)NNC(=O)c2sc(=S)n(C)c2C)cc1	23	0.3	-5	0.8	0	-18	2	1.7	-2
CNC(=S)NNC(=O)c1cccn(Cc2ccc(Cl)cc2Cl)c1=O	8	1.2	2	2.2	-6	1	1	-3.3	-2
Cn1nnnc1SCC(=O)NNC(=O)c1ccc(Br)cc1	7	0.6	4	0.4	-2	12	-5	2.0	-3
O=C1c2cccc(O)c2C(=O)c2c(O)cccc21	12	1.1	7	1.9	-4	8	-1	-3.5	0
O=C(Nc1ccc(Cl)c(Cl)c1)N(CCCN1CCOCC1)Cc1cccs1	-11	1.5	0	1.8	-9	47	0	3.3	-4
Cc1ccccc1CSc1nnc(-c2cccnc2)n1N	8	0.5	3	1.2	-3	-19	8	-1.1	-2
CCCc1[nH]nc2c1C(c1c(C)nn(-c3ccccc3)c1Cl)C(C#N)=C(N)O2 (centres undefined)	-1	1.1	8	0.0	-5	35	-3	-8.8	2
C#CCOC(=O)C[N+](C)(C)CC=C	7	0.8	1	0.5	-15	1	3	-0.7	2
COC(=O)c1ccc(N2CCS(=O)(=O)CC2)cc1	10	-0.1	3	-0.3	-7	32	-2	0.1	1
CCOc1ccc(NC(=O)c2ccc(NC(=S)NC3CC3)cc2)cc1	11	0.6	1	1.4	-6	18	-3	1.0	1
O=C(Cn1nc(C(F)(F)F)c2c1CCCC2)NC1CCCC1	18	0.7	6	0.2	-6	0	-1	-1.9	1
COc1ccc(/C(N)=N/OC(=O)CCCc2ccccc2)cc1	13	0.7	3	0.3	3	-17	-3	2.9	-3
Cc1cccn2c(=O)c(C=O)c(N3CCCCCC3)nc12	14	0.7	5	-0.4	6	7	1	2.4	0
CC(C)Cc1nnc(NC(=O)CCC(=O)N2CCN(c3ccccn3)CC2)s1	12	1.1	-1	-0.4	1	0	0	-0.3	-2
O=C1c2ccccc2CCC12N=NCC2c1ccc(Br)cc1 (centres undefined)	-9	0.2	1	-0.5	-5	65	0	-0.1	1
Cc1nc2c(ncn2-c2ccccc2)c(=O)n1NC(=O)CN1CCCC1	12	1.0	-1	1.2	3	10	0	2.1	-1
CCCCNC(=O)c1ccccc1NC(=O)CCC	8	0.4	4	0.8	-8	27	2	-0.1	-1
COc1ccccc1NCCC(=O)OCC(=O)NC1CCCC(C)C1C (centres undefined)	23	-0.2	1	-2.6	-10	-39	5	3.2	-4
COc1ccc(/C(O)=C2/C(=O)C(=O)N(CCN3CCOCC3)C2c2cccnc2)cc1OC (centres undefined)	5	1.1	0	1.6	7	4	1	-0.6	-5
CC(C)S(=O)(=O)c1csc(NC(=O)Nc2ccc(Cl)cc2)c1Cl	0	2.7	-2	15	-40	-25	14*	-0.1	0
CCN(c1ccccc1)S(=O)(=O)c1ccc(C(=O)NCCCn2ccnc2)cc1	26	0.8	1	0.2	-4	0	0	0.2	-3
O=C(c1ccc(CN2CCc3ccccc3C2)cc1)N1CCN(c2ccccc2)CC1	11	1.1	3	1.8	-4	15	-3	1.8	-1
CC(Sc1nc(-c2ccccc2)cs1)C(=O)Nc1ccc(Cl)cn1 (centres undefined)	13	-0.5	5	-1.3	-7	36	0	1.8	1
CC1CCCC/C1=N\NC(=S)Nc1ccccc1 (centres undefined)	18	0.4	7	-1.6	-1	10	-2	-0.9	0
Cc1cccc(Sc2ccc([N+](=O)[O-])cn2)c1	9	-0.1	9	0.2	-7	15	1	10	-3
O=C(NNc1nc2ccc(F)cc2s1)c1cccc(F)c1	14	1.3	10	3.4	-5	-7	-2	-0.3	0
CCN(CC)S(=O)(=O)c1ccc(Cl)c(C(=O)Oc2cccc(-c3cnc4ccccc4n3)c2)c1	-5	0.1	2	-1.0	-2	-1	-1	-3.3	1
Cc1cc(C)nc(NC(=O)C(c2ccccc2)c2ccccc2)n1	-8	-0.4	4	-0.4	-10	-1	-1	-0.5	0
Cc1ccc(S(=O)(=O)N(C)/C(=N/S(=O)(=O)c2ccccc2)c2ccccc2)cc1	10	-0.2	-1	-0.2	-1	0	3	5.8	-2
CC1(c2ccccc2)NC(=O)N(CC(=O)NC(=O)NC2CCCC2)C1=O (centres undefined)	3	0.1	-1	0.6	-6	20	-3	-1.9	-2
O=C(NCCN1CCN(S(=O)(=O)c2ccc([N+](=O)[O-])cc2)CC1)C(=O)Nc1ccccc1	26	0.3	4	3.1	-4	19	-2	0.3	-2
Cc1ccc(S(=O)(=O)N(C)C)cc1NC(=O)CN1CCN(Cc2ccccc2)CC1	13	1.2	6	1.1	-2	3	3	1.0	2
Cc1ccc(OCCC(=O)OCC(=O)NCCc2ccccc2)cc1	-22	-0.6	1	-0.3	-5	8	3	-0.4	-2
O=C(Cn1[nH]c(=O)c2ccccc2c1=O)N1CC=C(c2ccccc2)CC1	-12	0.8	3	-1.0	6	23	0	-1.0	-1

Further compounds
molecule	PPC-1+TRAIL kill	TRPML3 agonist	BaF3 parental	zfTRPN1 agonist	RBBP9 inh	CHOP inhibitor	Wee1 stabilizer	TNF death inh	Ba/F3 V617F tox
COc1cc(C)nc(NC(=S)N(C)C(=O)c2ccccc2)n1	-10	-0.8	-4	-2.3	-8	9	8	-2.3	1
Cc1c(NC(=O)c2cc(=O)[nH]c(=O)[nH]2)c(=O)n(-c2ccccc2)n1C	-2	0.7	3	0.7	-11	-25	0	0.9	1
COc1ccc(NC(=O)c2cc(-c3ccccc3OC)on2)cc1	24	0.4	6	0.6	-3	.	0	-10.0	3
CCOC(=O)c1sc(N2C(=O)C(O)=C(C(=O)c3ccco3)C2c2ccccc2)nc1C (centres undefined)	.	0.1	0	-0.5	-7	.	2	0.4	-2
COc1ccccc1NC(=O)Nc1nnc(-c2ccco2)s1	9	0.9	4	-0.3	-5	4	-3	0.3	-2
COc1ccc(-n2cc(CNCc3cccnc3)c(-c3cccc(F)c3)n2)cc1	13	1.2	8	0.2	-1	5	-1	1.2	2
CCC(C)(C)NC(=O)CN(Cc1cccs1)C(=O)CNS(=O)(=O)c1ccc(F)cc1	-15	0.6	3	-0.1	-3	1	-3	0.3	2
CN(C)c1cc(O)c(C(=S)Nc2ccccc2)c(N(C)C)c1	8	-0.3	1	-0.9	2	-35	-1	0.4	-1
Cc1ccc(NS(C)(=O)=O)c(C(=O)c2ccccc2)c1	0	0.2	5	-1.4	1	14	1	0.0	-3
